# High-throughput results: PubChem BioAssay, several laboratories
# BaF3 tox – reduces parental Ba/F3 cell viability, JAK2V617F counter-screen | CellTiter-Glo ATP luminescence | 1.1% of 220,000 active | inhibition, % at 5.6 µM;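 active means inhibition above a per-campaign cutoff, the mean inhibition of all tested compounds plus 3 SD, cut at about 27% in these data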;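 further: 0% = DMSO wells and 100% = JAK Inhibitor I control wells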
# RBBP9 inhibitor – blocks human serine hydrolase RBBP9; recombinant RBBP9, FP-Rh probe fluorescence polarization; AID 1515; 0.2% of 220,000 active; inhibition, % at 7.94 µM; O75884;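 active means inhibition above the campaign mean of all tested compounds plus 3 SD, cut at about 14% in these data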;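 further: plate controls were DMSO wells with RBBP9 for no effect and wells lacking RBBP9 protein for full effect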
# Target sequence (O75884 whole entry, looked up): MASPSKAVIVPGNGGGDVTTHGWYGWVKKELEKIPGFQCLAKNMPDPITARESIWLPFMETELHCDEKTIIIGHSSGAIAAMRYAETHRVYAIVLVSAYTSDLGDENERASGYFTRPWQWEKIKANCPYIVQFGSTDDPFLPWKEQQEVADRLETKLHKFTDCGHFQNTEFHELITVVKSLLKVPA
#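 System: RBBP9 protein / Buffer or medium: Tris/NaCl buffer pH 8.0 with 0.1% Pluronic / Probe or stimulus: Serine-hydrolase probe FP-Rh, 375 nM pre-mixing / Dosing: 7.94 µM single dose, 0.794% DMSO / Times: enzyme-compound preincubation 30 min, then probe labeling 45 min, 25 °C / Technique: fluorescence polarization (mP), excitation 525 nm, emission 598 nm / Replication: singlicate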
# PPC-1+TRAIL kill – PPC-1 cancer cell killing with TRAIL present | 0.41% of 220,000 active | cell killing (% activity), % at 4 µM | PPC-1 cells + TRAIL, ATPLite viability luminescence;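 active means cell killing above 50% in the first pass at 4 µM, then a duplicate retest at 5 µM averaging 50% or more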;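 further: plate controls were cells with TRAIL plus DMSO for no effect and medium-only wells lacking cells for full effect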
# CHOP inhibitor – blocks CHOP induction under ER stress; CHO-K1 CHOP-promoter luciferase, tunicamycin-induced, 15-18 h; inhibition, % at 10 µM; 3.8% of 220,000 active; AID 2732;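 active means compounds that reduced the stress-induced luciferase reporter signal by more than about 70% of percent inhibition, limit read from the data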;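 further: 0% = tunicamycin plus vehicle and 100% = wells without tunicamycin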
# Wee1 stabilizer – human Wee1 degradation inhibition, primary screen; P30291; HeLa Luc-Wee1K328M stability, luciferase luminescence; 100% = proteasome inhibitor MG132 effect; reporter increase, % at 5 µM; 1.2% of 220,000 active;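 active means activation above the mean of all tested compounds plus 3 SD, set per screening run, cut at about 8.8% in these data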;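 further: cells exposed to compound for 20 h before luminescence read; 0% = DMSO alone and 100% = MG132 at 30 µM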
# Ba/F3 V617F tox – lowers viability of Ba/F3 cells expressing EpoR and JAK2V617F; inhibition, % at 5.6 µM; ATP luminescence; AID 1446; 1.1% of 220,000 active;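 active means inhibition above the campaign mean plus 3 SD over all tested compounds, cut at about 24% in these data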;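 further: cytokine-independent growth of Ba/F3 cells driven by EpoR plus mutant JAK2; 0% = DMSO-treated cells and 100% = JAK inhibitor I control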
# TNF necrop inh – inhibitors of TNF-alpha induced necroptosis in Jurkat FADD-/- cells; Jurkat FADD-/- TNF necroptosis rescue, ATP luminescence, 24 h; 0 = TNF only, 100 = no-TNF cells; 0.068% of 220,000 active; activation (protection from cell death), % at 10 µM;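 active means activation, meaning protection from cell death, of at least 50% relative to plate controls; inactive means activation below 50%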;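 further: necroptosis triggered by 40 ng/mL TNF-alpha added together with compound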
# zfTRPN1 agonist – agonists of zebrafish TRPN1 channel; HEK293 zebrafish TRPN1-YFP, Fluo-8 calcium fluorescence; 100% = response to 87 µM carbachol; activation, % at 3 µM; 0.18% of 220,000 active; AID 1424;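 active means activation above its plate's cutoff, the mean activation of test wells on that plate plus 3 SD, cut at about 19% in these data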;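 further: 0% = DMSO alone and 100% = 87 µM carbachol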
#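 Control set: carbachol 87 µM as high control, DMSO as low control; system: HEK293 stable line with zebrafish TRPN1-YFP; read-out: % activation versus carbachol response; detection: intracellular calcium fluorescence with Fluo-8; doses: single test compound dose, 3 µM nominal, 0.3% DMSO; schedule: dye 1 h 37 °C plus 30 min RT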
# TRPML3 agonist – agonists of human TRPML3 channel. activation, % at 3 µM. 0.29% of 220,000 active. AID 1448. HEK293 TRPML3-YFP, Fluo-8 calcium fluorescence; 100% = the carbachol control signal;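 active means activation above its plate's cutoff, the mean activation of the plate's test wells plus 3 SD, cut at about 12% in these data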;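 further: 0% = DMSO only wells and 100% = carbachol wells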
# Target sequence (Q8TDD5 whole entry, looked up): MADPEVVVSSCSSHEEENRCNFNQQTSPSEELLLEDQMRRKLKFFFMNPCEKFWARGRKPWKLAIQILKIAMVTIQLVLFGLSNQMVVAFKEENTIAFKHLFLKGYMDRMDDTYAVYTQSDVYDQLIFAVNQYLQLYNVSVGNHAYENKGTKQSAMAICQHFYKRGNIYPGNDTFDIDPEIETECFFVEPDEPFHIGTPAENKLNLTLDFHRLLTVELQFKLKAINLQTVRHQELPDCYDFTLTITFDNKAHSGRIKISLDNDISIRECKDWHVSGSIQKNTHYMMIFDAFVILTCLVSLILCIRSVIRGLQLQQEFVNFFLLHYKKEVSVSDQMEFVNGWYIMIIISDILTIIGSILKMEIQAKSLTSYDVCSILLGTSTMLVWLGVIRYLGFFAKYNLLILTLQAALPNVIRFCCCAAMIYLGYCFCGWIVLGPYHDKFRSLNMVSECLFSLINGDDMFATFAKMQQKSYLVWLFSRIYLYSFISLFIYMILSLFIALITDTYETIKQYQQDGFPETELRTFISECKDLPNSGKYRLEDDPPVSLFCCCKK
#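 system = HEK293 cells stably carrying human TRPML3-YFP | doses = one concentration, 3 µM nominal, 0.3% DMSO | timing = dye loading 1 h 37 °C then 30 min ambient, 125 s read | detection = Fluo-8 calcium dye fluorescence, ex 470-495, em 515-575 nm | benchmarks = high control carbachol 87 µM, low control DMSO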
# * marks the source's active call; other numbers are inactive results; [ ] = another dose, or the depositor's remark.
no.	structure	BaF3 tox	RBBP9 inhibitor	PPC-1+TRAIL kill	CHOP inhibitor	Wee1 stabilizer
1	O=C(OC1CCOC1=O)c1ccc(N2CCCC2)c([N+](=O)[O-])c1 (stereo not given)	3	-5	11	19	-1
2	COc1ccccc1C(=O)O/N=C(/C)c1ccc(N2C(=O)C3CCCCC3C2=O)cc1 (stereo not given)	3	-6	4	-1	4
3	CCOC(=O)CC(NC(=O)Cn1nnc(-c2ccccc2)n1)c1ccc(OC)cc1 (stereo not given)	3	-4	-6	8	-1
4	CCCCC(=O)Nc1nnc(C)s1	7	0	24	3	-4
5	Cc1ccccc1Cc1ccc(Cl)nn1	13	-4	6	6	-4
6	CCCC(=O)c1ccc(N2CCCC2)c(F)c1	1	-10	10	12	-2
7	O=C(CN1CCN(S(=O)(=O)c2ccc(F)cc2)CC1)c1ccc(O)c(O)c1	3	4	21	-2	2
8	CCOP(=O)(Cc1ccc(C(C)(C)CC(C)=O)o1)OCC	-3	-10	-1	3	-3
9	CCOC(=O)c1cn[nH]c1NC(=S)Nc1ccc(Cl)cc1	-2	-6	25	-8	9
10	Cc1nnc(-c2cnn(-c3ccccc3)c2N)n1Cc1ccc(F)cc1	9	3	11	-3	1

no.	Ba/F3 V617F tox	TNF necrop inh	zfTRPN1 agonist	TRPML3 agonist
1	0	0.6	0.1	0.6
2	3	-3.1	2.9	2.2
3	-4	2.0	0.4	0.5
4	4	-0.3	0.9	-0.2
5	1	0.7	0.5	0.7
6	-3	-1.5	1.4	0.1
7	2	0.9	0.1	0.7
8	-2	1.9	-0.3	0.2
9	0	-0.2	3.9	3.7
10	1	-3.6	0.2	-0.2

# Molecules above containing an aryl methoxy group (2):
no.	structure	BaF3 tox	RBBP9 inhibitor	PPC-1+TRAIL kill	CHOP inhibitor	Wee1 stabilizer
2	COc1ccccc1C(=O)O/N=C(/C)c1ccc(N2C(=O)C3CCCCC3C2=O)cc1 (stereo not given)	3	-6	4	-1	4
3	CCOC(=O)CC(NC(=O)Cn1nnc(-c2ccccc2)n1)c1ccc(OC)cc1 (stereo not given)	3	-4	-6	8	-1

no.	Ba/F3 V617F tox	TNF necrop inh	zfTRPN1 agonist	TRPML3 agonist
2	3	-3.1	2.9	2.2
3	-4	2.0	0.4	0.5

# Later entries.
no.	structure	BaF3 tox	RBBP9 inhibitor	PPC-1+TRAIL kill	CHOP inhibitor	Wee1 stabilizer
11	CC(C)C(=O)N1CCc2cc(-c3csc(N)n3)ccc21	6	6	-7	13	-2
12	Cc1cccc(-n2cc(CN3CCN(Cc4nccn4C)CC3)c(-c3cccc(F)c3)n2)c1	10	1	9	-29	-2
13	O=C(CN1CC(=O)Oc2ccccc21)OCC(=O)c1ccccc1	8	-6	12	20	-1
14	O=C(O)CCCCCN1C(=O)CCC1=O	0	-12	13	-6	-3
15	CCC(=O)NC(=S)Nc1cccc(Cl)c1N1CCCC1	1	-9	22	-9	3
16	CCNC(=S)NS(=O)(=O)c1ccc(C)cc1	3	-5	2	-2	1
17	O=C(O)c1cccc2c1C(=O)c1ccccc1C2=O	5	-2	35	-12	0
18	CSc1cccc(NC(=O)CSc2nnc(C)s2)c1	-2	-4	11	-13	-1
19	N#Cc1c(F)cccc1N1CCC(C#N)CC1	-5	-1	-5	-16	-1
20	Cn1c(CN2CCOCC2)nc2cc(NC(=O)c3ccc(F)cc3)ccc21	7	-9	-22	-28	0

no.	Ba/F3 V617F tox	TNF necrop inh	zfTRPN1 agonist	TRPML3 agonist
11	3	-5.6	-0.8	0.1
12	3	2.8	0.0	1.0
13	3	-2.7	1.3	-0.4
14	-2	-0.1	1.3	1.0
15	-2	1.0	0.4	0.1
16	-4	-0.6	0.2	0.1
17	-2	0.3	1.7	0.6
18	-2	-0.7	-0.9	0.6
19	4	-1.7	1.0	0.5
20	3	-3.2	0.0	1.7

# (more compounds)
no.	structure	BaF3 tox	RBBP9 inhibitor	PPC-1+TRAIL kill	CHOP inhibitor	Wee1 stabilizer
21	O=C(Nc1sc2c(c1-c1nc3ccccc3[nH]1)CCCC2)C1CCCC1	3	-12	10	10	-1
22	CCC(=O)N1c2ccccc2C(N(C(=O)CC)c2ccccc2)CC1C (stereo not given)	0	-5	18	-5	-2
23	CCNC(=O)c1ccc(C2SCC(=O)N2CCc2ccccc2)cc1 (stereo not given)	4	-3	6	-17	-3
24	Cc1nnc(NC(=O)CSc2ccccn2)s1	9	-6	-11	18	0
25	COc1ccccc1C(c1nnnn1CCc1ccccc1)N1CCN(c2ccccc2)CC1 (stereo not given)	1	-4	7	53	-1
26	Cn1cc(-c2ccccc2C(N)=O)c(=O)c2ccccc21	1	-9	4	-2	1
27	CCOC(=O)c1c(Nc2ccccc2N)cc(C)nc1C	3	-3	-4[5 µM]	9	8
28	CCOP(=O)(OCC)/C(C#N)=C(\O)c1ccc(OC)cc1	-5	-2	2	4	-3
29	NC(=O)CC[C@@H]1NC(=O)[C@H](CO)NC(=O)c2cc([N+](=O)[O-])cc(I)c2NCCCC[C@@H](C(N)=O)NC(=O)[C@H](Cc2ccc(O)cc2)NC1=O	1	-15	-4	0	0
30	CN(C)c1ccc(CNn2cnnc2SCc2ccc(F)cc2)cc1	2	-2	2	16	-4

no.	Ba/F3 V617F tox	TNF necrop inh	zfTRPN1 agonist	TRPML3 agonist
21	-1	2.5	0.6	0.7
22	1	-5.5	1.7	0.2
23	2	0.3	2.7	0.5
24	-1	28	-0.8	0.2
25	-1	-4.0	1.3	0.4
26	-5	-0.1	-0.2	1.2
27	-1	-2.9	0.3	-0.2
28	5	1.8	2.7	0.0
29	2	0.4	1.9	0.4
30	0	-0.9	5.0	1.9

# Next part
no.	structure	BaF3 tox	RBBP9 inhibitor	PPC-1+TRAIL kill	CHOP inhibitor	Wee1 stabilizer
31	S=C(Nc1ccccc1Cl)N1CCCC1	5	-5	-3	1	4
32	Cn1c(=O)[nH]c(=O)c2c1nc(NCCCn1ccnc1)n2CCOc1ccccc1	4	-6	6	-23	1
33	O=[N+]([O-])C(=c1ccc2c(c1)N1C3=C(CCCC3)CC3CCCCC31N=2)[N+](=O)[O-] (stereo not given)	-2	4	18	31	-2
34	O=C(Nc1cccc2ncccc12)c1ccc2c(c1)OCCO2	6	3	-22	-4	1
35	CO/N=C/c1cccn1-c1nccc(OC)c1C#N	0	2	4	2	-1
36	CC(C)NC(=O)CSCc1c(Cl)cccc1Cl	14	-8	2	15	-1
37	CCC12CN3CC(CC)(CN(C1)C3c1ccc([N+](=O)[O-])o1)C2=O (stereo not given)	8	-9	6	-1	-5
38	O=C(Nc1ccc(Cl)cc1)OCc1ccccn1	2	-3	-2	-7	-2
39	CCOC(=O)c1cc(-c2ccccc2)sc1NC(=O)C(C)Sc1nnc(N)s1 (stereo not given)	9	-6	3	11	-3
40	Cc1ccc(C(=O)Nc2ccc(C(=O)N/N=C/c3ccncc3)cc2)cc1	8	-3	-1	-28	-1

no.	Ba/F3 V617F tox	TNF necrop inh	zfTRPN1 agonist	TRPML3 agonist
31	-2	0.5	4.0	0.3
32	3	-4.1	0.0	0.3
33	-3	-26	-1.1	-1.2
34	1	-4.0	1.3	0.1
35	-2	0.4	0.0	-0.2
36	11	-0.5	-1.2	0.5
37	-3	0.1	1.0	0.0
38	0	0.4	5.9	3.1
39	1	-0.9	-0.5	0.3
40	-2	1.7	2.1	0.9

# The list goes on.
no.	structure	BaF3 tox	RBBP9 inhibitor	PPC-1+TRAIL kill	CHOP inhibitor	Wee1 stabilizer
41	Cc1ccc(S(=O)(=O)C2(C(=O)Nc3ccc(Br)cc3)CC2)cc1	3	-8	8	31	14*
42	CCC(=O)Nc1ccccc1C(=O)N1CCOCC1	4	-6	6	12	-2
43	O=C(CSc1nnc(-c2ccco2)n1Cc1ccccc1)c1ccccc1	4	-9	19	5	1
44	CCOC(=O)c1c(NC(=O)C(C)Sc2cccc[n+]2[O-])sc2c1CCN(Cc1ccccc1)C2 (stereo not given)	8	-5	21	26	-1
45	COc1ccc(CCNC(=O)CO/N=C/c2cc3c(cc2Br)OCO3)cc1OC	2	-2	-9	14	-2
46	Cc1ccc(NC(=O)CN(C)CC(=O)Nc2cccc(F)c2)cc1[N+](=O)[O-]	28*	3	4	67	1
47	CCOC(=O)Cc1nnc(NC(=O)C(CC)Sc2nnc3c4ccccc4n(C)c3n2)s1 (stereo not given)	5	-10	-6	31	2
48	CCN(CC)c1ccc(/C=N/OCC(=O)Nc2cccc(C)c2)cc1	-2	-5	3	17	-1
49	COc1ccc2c(c1)Cc1sc(NC(=O)c3cccnc3)nc1-2	7	-1	8	58	4
50	COc1cccc(C(=O)Nn2cnnc2)c1	11	-5	3	19	-1

no.	Ba/F3 V617F tox	TNF necrop inh	zfTRPN1 agonist	TRPML3 agonist
41	-2	1.9	-2.5	-1.4
42	3	0.9	0.7	0.2
43	5	-5.3	-1.1	-0.7
44	-2	5.4	1.7	1.4
45	-3	3.2	-3.1	-0.7
46	33*	-6.5	8.5	4.1
47	0	-2.4	1.5	0.3
48	-1	1.8	-1.6	-0.1
49	0	-3.7	-1.5	0.8
50	2	0.0	0.3	2.2

# Next section.
no.	structure	BaF3 tox	RBBP9 inhibitor	PPC-1+TRAIL kill	CHOP inhibitor	Wee1 stabilizer
51	CCC(C)NC(=O)C1CCN(c2nc(C)cc(C)n2)CC1 (stereo not given)	-1	0	20	0	-1
52	Cc1ccc2c(c1)cc(CN(Cc1ccc3c(c1)OCO3)C(=O)c1cnccn1)c1nnnn12	3	-1	7	36	0
53	Cc1ccccc1-n1cc(C(=O)c2cc(Cl)ccc2O)cc(C#N)c1=O	4	-8	-12	39	1
54	COc1cc2c(cc1OC)CC(=O)N(C)CC2	3	-9	23	31	-1
55	O=C(c1ccc2ncsc2c1)N1CCN(c2ccccc2Cl)CC1	11	1	8	3	-2
56	COc1ccc(C(=O)N=c2c(C#N)cc3c(=O)n4cccc(C)c4nc3n2Cc2ccco2)cc1	7	-3	-9	-8	0
57	COc1ccc(C(CCO)NC(=O)c2cccs2)cc1OC (stereo not given)	6	5	0	15	-2
58	Cc1ccc(-c2c(C)n([O-])c3c([n+]2=O)CCCC3)o1	4	3	-7	46	-2
59	COc1ccc2[nH]c3c(=O)n(CCCN4CCOCC4)cnc3c2c1	-2	-7	0	-17	-4

no.	Ba/F3 V617F tox	TNF necrop inh	zfTRPN1 agonist	TRPML3 agonist
51	-1	-3.0	0.1	-0.4
52	3	-1.0	0.8	1.1
53	-1	1.5	2.9	2.3
54	0	-0.8	0.2	1.3
55	7	-1.2	1.0	2.4
56	-1	-6.1	-1.0	0.3
57	2	1.3	-0.4	1.3
58	0	-0.5	0.4	0.8
59	0	3.0	0.6	0.9
